tim23-1 inh – tim23-1 yeast growth inhibition; inhibition, % at 20 µM; S. cerevisiae tim23-1 growth, BacTiter-Glo luminescence, 24 h; actives 1.3% (n = 330,000);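 active means growth inhibition of the mutant yeast at or above 50%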;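 further: temperature-sensitive mutant grown at 25 °C; plate controls were DMSO-treated mutant yeast for no effect and medium wells lacking yeast for full effect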
APJ ag – agonists of human APJ apelin receptor; P35414; CHO-K1 APJ PathHunter beta-arrestin, luminescence; 0% DMSO wells, 100% apelin; activation, % at 20 µM; actives 0.11% (n = 330,000);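 active means activation more than six SD over the plate average, tested at 20 µM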;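 further: 0% = DMSO alone and 100% = apelin-13 at 10 nM; some results filed as inactive read as strong as hits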
Target sequence (P35414 whole entry, looked up): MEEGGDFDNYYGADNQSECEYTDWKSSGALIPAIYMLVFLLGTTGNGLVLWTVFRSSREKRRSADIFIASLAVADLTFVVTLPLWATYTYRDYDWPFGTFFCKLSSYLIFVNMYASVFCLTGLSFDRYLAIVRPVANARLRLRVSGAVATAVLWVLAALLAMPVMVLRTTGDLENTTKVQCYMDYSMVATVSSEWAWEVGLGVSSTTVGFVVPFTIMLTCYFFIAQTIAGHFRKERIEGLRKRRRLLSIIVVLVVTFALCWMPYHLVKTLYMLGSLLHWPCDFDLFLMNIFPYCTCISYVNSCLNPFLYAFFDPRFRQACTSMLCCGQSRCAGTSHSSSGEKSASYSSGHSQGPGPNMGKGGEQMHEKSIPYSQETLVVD
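Assay system: engineered CHO-K1 APJ arrestin reporter cells; Amount: 1000 CHO-K1 reporter cells seeded per well; Dosing: one dose, 20 µM compound, 1% DMSO; Times: compound stimulation 90 min at 25 °C, detection 60 min; Measured by: luminescent beta-gal fragment complementation, chemiluminescent substrate; Read-out: APJ–arrestin association signal; Controls: DMSO vs Apelin-13 10 nM.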
UPR CHOP act – activators of apoptotic arm of unfolded protein response (CHOP); CHO-CHOP luciferase reporter, UPR activation, luminescence; percent of tunicamycin response over DMSO baseline; actives 0.34% (n = 330,000); AID 449763; activation, % at 10 µM;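 active means at 10 µM dose, activation of 40% or more, normalized to positive control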;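 further: 100% = tunicamycin at 10 µg/mL and 0% = DMSO alone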
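measured by = luciferase luminescence | assay system = CHO-CHOP cells, stable luciferase reporter of PERK-eIF2a-CHOP signalling | amount = 500 reporter cells seeded per well | timing = 6 h compound exposure at 37 °C after overnight seeding | controls = positive tunicamycin 10 µg/mL, negative DMSO alone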
EBI2 antag – EBI2 (human) antagonism. P32249. EBI2 beta-arrestin recruitment, luminescence, 7a,25-OHC stimulated. inhibition, % at 5 µM. actives 0.81% (n = 360,000). AID 651636; in the data active means inhibition above about 38%;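 further: enzyme fragment complementation signal reports receptor beta-arrestin coupling in cells; 0% = agonist plus DMSO wells and 100% = wells without agonist; some results beyond the cut were filed as inactive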
APJ antag – antagonists of human APJ apelin receptor; CHO-K1 APJ beta-arrestin complementation, luminescence; inhibition, % at 20 µM; AID 2521; actives 0.32% (n = 330,000);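 active means inhibition above about 40% at 20 µM, limit read from the data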;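 further: cells challenged with 10 nM apelin-13 agonist together with compound; plate controls were apelin-13 plus DMSO wells for no effect and DMSO wells lacking apelin-13 for full effect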
CXCR6 block – CXCR6 (human) receptor inhibition. CHO-K1 PathHunter CXCR6 beta-arrestin, luminescence. inhibition, % at 20 µM. actives 0.36% (n = 360,000); in the data active means inhibition above about 34%, passing the limit was not always enough;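 further: antagonist mode with CXCL16 agonist at 10 nM final; 0% = 10 nM CXCL16 with DMSO and 100% = unstimulated wells without agonist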
CCR6 antagonist – CCR6 (human) receptor antagonism. P51684. CHO-K1 CCR6 PathHunter beta-arrestin, luminescence, CCL20-stimulated. inhibition, % at 20 µM. actives 0.49% (n = 340,000);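 active means compounds whose inhibition of the agonist-driven luminescence signal at 20 µM reaches about 50%, limit read from the data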;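 further: cells stimulated with CCL20 at 14 nM final; plate controls were DMSO with CCL20 for no effect and DMSO without agonist for full effect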
Target sequence (P51684 whole entry, looked up): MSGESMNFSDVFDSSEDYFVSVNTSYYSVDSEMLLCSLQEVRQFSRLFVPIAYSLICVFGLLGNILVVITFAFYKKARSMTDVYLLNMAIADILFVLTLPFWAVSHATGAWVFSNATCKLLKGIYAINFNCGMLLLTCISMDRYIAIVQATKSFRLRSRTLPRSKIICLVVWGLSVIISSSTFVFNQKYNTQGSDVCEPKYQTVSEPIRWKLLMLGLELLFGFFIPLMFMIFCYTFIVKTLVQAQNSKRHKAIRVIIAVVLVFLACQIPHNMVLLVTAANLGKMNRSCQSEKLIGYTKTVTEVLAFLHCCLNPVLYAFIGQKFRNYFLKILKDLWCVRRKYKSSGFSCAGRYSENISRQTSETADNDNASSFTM
UPR XBP1 act – activators of adaptive arm of unfolded protein response (XBP1). CHO-XBP1 luciferase reporter, IRE1-XBP1 UPR activation, luminescence; percent of tunicamycin response, DMSO as zero. activation, % at 20 µM. actives 0.33% (n = 330,000). AID 463104;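 active means versus positive control, 20 µM dose yields 30% or more activation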;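 further: 100% = tunicamycin at 10 µg/mL and 0% = DMSO only wells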
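Assay system: IRE1-XBP1 luciferase reporter CHO line. Input: 1000 cells/well. Buffer or medium: F12 with 10% serum. Doses: 20 µM, 1% DMSO. Times: overnight seeding at 37 °C, 6 h compound treatment at 37 °C. Technique: Steady-Glo luciferase glow luminescence, 10 min after reagent addition.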
Mdm2 MdmX PPI – disrupts the human Mdm2-MdmX interaction | O15151+Q00987 | SaOS-2 split-luciferase Mdm2/MdmX complementation, luminescence | inhibition, % at 8 µM | actives 3% (n = 330,000) | AID 485346;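 active means inhibition of at least 50% at 8 µM in the primary screen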
Starred values were filed as active, the others as inactive; / = no result given. The list is partial; rates above refer to the full screens.

Results follow in this order: tim23-1 inh	APJ ag	UPR CHOP act	EBI2 antag	APJ antag	CXCR6 block	CCR6 antagonist	UPR XBP1 act	Mdm2 MdmX PPI
- COc1ccc2c(c1)C(=O)Cc1ccccc1O2
 : 42	-6	-0.4	7	5	3	14	0	14
- CCO[C@H]1OC(C(=O)NCc2ccccc2)=C[C@@H](C2CC2)[C@@H]1CCCO
 : 9	12	-0.6	-5	8	-5	-2	3	15
- COC(=O)CCNC(=O)Cc1c(C)n(C(=O)c2ccc(Cl)cc2)c2ccc(OC)cc12
 : 7	-1	1.4	2	1	1	22	3	-3
- Cc1cc(NC(=O)Nc2cccc(Cl)c2)n(C(C)(C)C)n1
 : 25	0	0.0	-10	-12	7	7	-2	-10
- Cc1ccc(C(=O)NCC(=O)OCC(=O)Nc2cc(S(=O)(=O)N3CCOCC3)ccc2Cl)s1
 : -7	1	0.4	-12	7	-4	4	-3	3
- CCOc1ccccc1NC(=O)c1ccc2c(c1)C(=O)N(C(C)(C)C)C2=O
 : 2	-2	0.3	16	-4	-13	8	-3	17
- C=C(C)c1cccc(C(C)(C)NC(=O)N2CCC(C(N)=O)CC2)c1
 : 1	0	1.1	-14	-12	-7	1	-3	6
- COc1cccc(C(=O)/C=C/Nc2ccc(S(=O)(=O)Nc3onc(C)c3C)cc2)c1
 : 14	2	3.3	-9	-6	-16	-17	0	-22
- CC(=O)/C=C/c1ccccc1Oc1c(F)c(F)nc(F)c1F
 : 54*	-5	11	-44	-7	10	5	0	29
- O=C(Cn1c(=O)sc2ccccc21)Nc1nc2c(s1)CCCC2
 : 42	1	-0.3	-4	-10	3	0	1	-21
- O=C1CCCc2nn(-c3ccccc3)c(-c3ccncc3)c21
 : 15	-3	-0.9	-9	-2	-9	8	0	1
- CC(C)n1c(NCc2ccc(N(C)C)cc2)nc2ccccc21
 : 11	-1	2.4	-5	12	-8	-12	-4	-3
- c1ccc(CCNc2nc(-c3ccncc3)cs2)cc1
 : -3	0	5.9	9	-4	-6	16	1	13
- O=C(c1ccco1)N(CCC(c1ccccc1)c1ccco1)Cc1ccccc1 (configuration not stated)
 : 16	-4	-2.2	5	2	21	31	0	-10
- Cc1ccccc1COC(=O)c1nn(-c2ccccc2)nc1N
 : 21	-1	-0.1	1	1	-1	-3	7	-19

Reprinted from the part before: 5 entries, followed by the next part.
Results follow in this order: tim23-1 inh	APJ ag	UPR CHOP act	EBI2 antag	APJ antag	CXCR6 block	CCR6 antagonist	UPR XBP1 act	Mdm2 MdmX PPI
- O=C1CCCc2nn(-c3ccccc3)c(-c3ccncc3)c21
 : 15	-3	-0.9	-9	-2	-9	8	0	1
- CC(C)n1c(NCc2ccc(N(C)C)cc2)nc2ccccc21
 : 11	-1	2.4	-5	12	-8	-12	-4	-3
- c1ccc(CCNc2nc(-c3ccncc3)cs2)cc1
 : -3	0	5.9	9	-4	-6	16	1	13
- O=C(c1ccco1)N(CCC(c1ccccc1)c1ccco1)Cc1ccccc1 (configuration not stated)
 : 16	-4	-2.2	5	2	21	31	0	-10
- Cc1ccccc1COC(=O)c1nn(-c2ccccc2)nc1N
 : 21	-1	-0.1	1	1	-1	-3	7	-19
- COc1ccccc1NC(=O)c1csc2c1CCCC2
 : 39	-4	-1.7	-5	1	0	23	8	-26
- Cc1ccc(N2CC(C(=O)Nc3nnc(SCc4ccccn4)s3)CC2=O)cc1 (configuration not stated)
 : -1	2	-0.3	2	26	-3	12	-2	12
- C=CCN1CCN(C(c2cccc(OC)c2OC)c2nnnn2CCC(C)C)CC1 (configuration not stated)
 : 25	-2	1.0	4	4	3	25	1	-15
- COC(=O)c1c(SCc2cccc3ccccc23)nc(=O)[nH]c1C
 : 4	-2	1.6	-1	14	4	-1	0	0
- CCCCCCCc1c(C#N)c(N)[nH]c(=S)c1C#N
 : 12	1	2.4	/	-1	/	6	-5	14
- O=c1c(C(c2ccc(Br)cc2)c2c(O)nc3n(c2=O)CCCS3)c(O)nc2n1CCCS2
 : 9	1	-0.4	-3	-6	-4	19	0	-9
- COc1ccc(/C=N/NC(=O)CNC(=O)c2ccc(S(=O)(=O)N3CCOCC3)cc2)c(OC)c1
 : 8	-5	1.0	-7	7	-2	4	2	-3
- COC(=O)c1cccc(NC(=O)CSc2nnc(C)o2)c1
 : -8	-1	1.4	-5	7	1	5	-6	37
- CC(=O)N1CCC(=NNC(=O)c2cccs2)CC1
 : 6	-2	1.6	-9	-5	1	-12	2	10
- O=C(CCN=C1NS(=O)(=O)c2ccccc21)NCc1ccccc1F
 : 10	-3	0.2	-11	6	-2	15	-1	34
- CCCCOc1cccc(C(=O)N(Cc2ccco2)C2CCS(=O)(=O)C2)c1 (configuration not stated)
 : 7	-4	0.4	-1	11	-6	13	2	-6
- CS(=O)(=O)NN1C(=O)c2ccccc2NC1c1c[nH]c2ccccc12 (configuration not stated)
 : 23	-3	-2.8	-2	8	1	4	-1	-11
- Cc1nc(SCc2ccc(Cl)c(Cl)c2)n[nH]1
 : 28	-3	3.3	17	15	3	18	-3	12
- O=C(NC1CCCCC1)N(Cc1ccc(F)cc1)Cc1nc2ccccc2c(=O)[nH]1
 : 8	4	1.6	12	15	8	23	-3	14
- COc1ccc(/C(O)=C2\C(=O)C(=O)N(c3cc(C)on3)C2c2ccccc2OC)cc1 (configuration not stated)
 : 5	-7	-2.4	5	5	-3	2	-2	-15
- CCOc1cc(/C=C(\C#N)c2[nH]nc(N)c2C#N)ccc1O
 : -1	-3	18	-5	14	-1	5	32*	29
- O=S(=O)(N/N=C\c1ccc2c(c1)OCO2)c1ccc(F)cc1
 : 0	-3	0.0	13	15	-4	19	-3	25
- CCOc1cc(S(=O)(=O)NCCN2CCOCC2)c(C)cc1C
 : -8	-4	-0.6	2	-16	-4	14	-2	17
- COCCn1c(SCC(=O)NCc2ccc3c(c2)OCO3)nnc1-c1c[nH]c2ccccc12
 : -8	-6	0.1	6	11	-4	2	-2	13
- CC(=O)C1=C(O)C(=O)N(c2cccc(Br)c2)C1c1ccccc1Cl (configuration not stated)
 : 2	-1	0.0	2	9	2	-5	-6	4
- CCCn1c(NC(=O)c2ccc(Cl)c(S(=O)(=O)N3CCCC3)c2)nc2ccccc21
 : 25	-7	22	-18	4	2	7	8	81*
- O=C(NCc1ccco1)/C(=C/c1ccco1)NC(=O)c1ccco1
 : -2	0	0.8	-1	7	-2	6	-3	7
- COc1cc(OC)cc(C(=O)NNC(=O)CCc2nc3ccccc3c(=O)[nH]2)c1
 : -15	-4	0.1	6	-5	-2	4	0	17
- C[n+]1cnn2c1SCC1(COC1)C2
 : 0	-1	0.8	-4	-6	-1	6	-3	13
- C[Si](C)(C)n1ccnc1
 : -6	-5	0.1	4	16	-1	-2	-3	13
- COc1cccc(Cn2cccc(NC(=O)Nc3ccc(C#N)cc3)c2=O)c1
 : -3	2	-0.8	-13	-7	-21	-10	-3	43
- O=C(/C=C/c1ccc([N+](=O)[O-])cc1)N1CCN(c2ccccc2F)CC1
 : 6	2	4.1	68*	8	5	-10	3	-22
- COC(=O)c1ccc(C2NC(=S)N(c3ccccc3)C(C)=C2C(=O)Nc2ccccc2OC)cc1 (configuration not stated)
 : 19	-4	1.5	16	13	10	16	-2	12
- N#Cc1cccc(NS(=O)(=O)c2ccccc2Cl)c1
 : 3	-1	-0.7	-3	-12	1	16	-4	-8
- Cc1noc(C)c1NC(=O)Nc1ccc2c(c1)C(=O)N([C@H](C)CO)C[C@H](C)[C@@H](CN(C)C(=O)Nc1ccccc1)O2
 : 7	-2	0.5	-4	0	6	-1	-1	-13
- CN(Cc1ccccc1)C(=O)c1[nH]cnc1C(=O)NC1CCN(C(=O)OC(C)(C)C)CC1
 : 8	-1	-0.8	12	2	1	9	-1	20
- O=C(CCN1C(=O)c2ccccc2S1(=O)=O)N1CCN(c2ccccc2)CC1
 : 16	-9	3.1	-7	18	-6	-9	-3	24
- CC(C)(C)C1CCC(C(=O)Nc2ccccc2)CC1 (configuration not stated)
 : 41	-4	-2.5	13	5	-8	-2	4	-14
- C=CCn1c(CCNC(=O)c2ccccc2F)nnc1SCC(=O)Nc1ccccc1F
 : 6	-5	0.5	3	8	9	2	-6	4
- O=C(CCNS(=O)(=O)c1cccs1)N1CCCCCC1
 : 29	1	2.3	-11	4	-11	0	2	-4
- CCc1ccccc1N1C(=O)CC(N2CCc3ccccc32)C1=O (configuration not stated)
 : 12	-3	-2.5	-12	4	-6	13	1	14
- Cc1cccc(Nc2nnc(SCC(=O)NCC3CCCO3)s2)c1C (configuration not stated)
 : -9	-2	-1.3	6	4	0	6	-1	12
- CCN(CC)C(=O)CCSc1nnc(-c2ccncc2)o1
 : 13	4	3.0	-4	-5	-6	9	1	-11

A second format for 2 compounds above.
O=C(CCN1C(=O)c2ccccc2S1(=O)=O)N1CCN(c2ccccc2)CC1
  tim23-1 inh: 16
  APJ ag: -9
  UPR CHOP act: 3.1
  EBI2 antag: -7
  APJ antag: 18
  CXCR6 block: -6
  CCR6 antagonist: -9
  UPR XBP1 act: -3
  Mdm2 MdmX PPI: 24

CC(C)(C)C1CCC(C(=O)Nc2ccccc2)CC1 (configuration not stated)
  tim23-1 inh: 41
  APJ ag: -4
  UPR CHOP act: -2.5
  EBI2 antag: 13
  APJ antag: 5
  CXCR6 block: -8
  CCR6 antagonist: -2
  UPR XBP1 act: 4
  Mdm2 MdmX PPI: -14
